High-throughput results deposited in PubChem BioAssay by Sanford-Burnham Center for Chemical Genomics.
hIAP block = blocks human intestinal alkaline phosphatase; P09923; purified IAP, CDP-Star luminescence, 30 min; inhibition, % at 10 µM; 0.12% of 330,000 active; AID 2544;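 active = inhibition reaching a set limit with compound at 10 µM in the primary screen, cut at about 35% in these data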;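 note: plate controls were DMSO wells with enzyme for no effect and no-enzyme buffer wells for full effect; values of inactives mirror those of a sister screen read the other way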
Apaf1 inhib = human Apaf-1 inhibition; O14727; reconstituted apoptosome caspase-3 activity, DEVD-Rh110 fluorescence; inhibition, % at 20 µM; 0.71% of 330,000 active; AID 489030; active = inhibition of at least 40% at 20 µM;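 note: plate controls were DMSO wells for no effect and DEVD-CHO caspase inhibitor wells for full effect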
Target sequence (O14727 whole entry, looked up): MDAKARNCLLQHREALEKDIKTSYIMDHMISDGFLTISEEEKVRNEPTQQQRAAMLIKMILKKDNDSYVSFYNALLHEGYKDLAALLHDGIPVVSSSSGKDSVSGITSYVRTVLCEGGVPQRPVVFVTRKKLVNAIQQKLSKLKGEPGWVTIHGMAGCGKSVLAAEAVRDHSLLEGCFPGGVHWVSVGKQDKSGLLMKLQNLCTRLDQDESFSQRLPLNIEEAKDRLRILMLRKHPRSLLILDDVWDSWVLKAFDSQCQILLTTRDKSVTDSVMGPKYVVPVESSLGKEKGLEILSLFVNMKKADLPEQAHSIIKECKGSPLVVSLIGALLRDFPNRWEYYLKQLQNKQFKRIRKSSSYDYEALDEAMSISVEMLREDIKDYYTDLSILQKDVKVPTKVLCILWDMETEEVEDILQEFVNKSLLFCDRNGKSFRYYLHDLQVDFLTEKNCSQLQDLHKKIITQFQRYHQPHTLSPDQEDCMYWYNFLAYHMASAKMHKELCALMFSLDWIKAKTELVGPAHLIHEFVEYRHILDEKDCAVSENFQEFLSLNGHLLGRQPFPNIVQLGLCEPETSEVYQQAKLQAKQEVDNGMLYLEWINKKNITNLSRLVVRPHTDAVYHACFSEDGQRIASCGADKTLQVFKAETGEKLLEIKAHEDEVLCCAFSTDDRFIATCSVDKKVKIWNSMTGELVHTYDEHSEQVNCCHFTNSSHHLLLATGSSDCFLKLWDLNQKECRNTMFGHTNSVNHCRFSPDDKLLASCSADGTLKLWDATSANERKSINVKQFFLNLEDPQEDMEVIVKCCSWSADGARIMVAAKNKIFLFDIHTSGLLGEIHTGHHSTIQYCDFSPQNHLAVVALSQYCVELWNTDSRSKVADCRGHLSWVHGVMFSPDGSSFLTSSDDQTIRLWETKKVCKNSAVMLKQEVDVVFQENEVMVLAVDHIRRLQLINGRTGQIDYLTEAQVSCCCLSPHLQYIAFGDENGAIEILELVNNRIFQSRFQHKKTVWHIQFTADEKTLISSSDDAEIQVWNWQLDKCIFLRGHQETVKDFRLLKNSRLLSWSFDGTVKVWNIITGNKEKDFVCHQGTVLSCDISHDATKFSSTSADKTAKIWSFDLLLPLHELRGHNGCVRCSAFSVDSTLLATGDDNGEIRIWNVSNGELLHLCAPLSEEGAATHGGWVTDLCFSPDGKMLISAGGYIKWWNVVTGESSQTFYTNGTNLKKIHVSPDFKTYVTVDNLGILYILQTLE
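Material: cell-free apoptosome with Apaf-1, procaspase-3 and caspase-9; Buffer or medium: Hepes pH 7.5 with detergent and BSA; Reagent: cytochrome c trigger plus (Z-DEVD)2-Rh110 caspase-3 substrate; Times: compound with Apaf-1, dATP, procaspase-3 30 min, then 50 min reaction, room temperature; Technique: Rh110 fluorescence intensity.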
TIM10 inh = TIM10 yeast growth inhibition. AID 463195. inhibition, % at 10 µM. 1.4% of 330,000 active. S. cerevisiae TIM10 strain growth, BacTiter-Glo luminescence, 24 h;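 active = inhibition of 40% or more at the single tested concentration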;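 note: wild-type TIM10 isogenic control strain grown at permissive 25 °C; 0% = DMSO yeast wells and 100% = minimal medium wells without yeast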
mIAP activ = increases mouse intestinal alkaline phosphatase activity | muIAP, CDP-Star luminescence, 30 min; hits give high values; 1 = vehicle-only enzyme signal, 0 = enzyme-free wells | activation factor at 10 µM | 0.24% of 330,000 active;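 active = activation factor of at least 2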; note: the source names both 10 and 20 µM as test concentration; values of inactives mirror those of a sister screen read the other way
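Assay system: mouse IAP enzyme; reagent: chemiluminescent substrate CDP-Star; dosing: test compounds delivered from DMSO solution; schedule: 30 min at room temperature; measured by: luminescence from enzymatic CDP-Star hydrolysis; controls: DMSO-only wells and no-enzyme negative control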
NALP3 yeast inh = NALP3 inhibition in yeast; Yeast reconstituted NLRP3/ASC/caspase-1, beta-gal luminescence, 24 h; AID 2825; 0.39% of 330,000 active; inhibition, % at 10 µM;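 active = inhibition of 50% or more; inactive = inhibition below 50%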;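 note: plate controls were induced DMSO wells for no effect and uninduced yeast grown without galactose for full effect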
tim10-1 inh = growth inhibitors of tim10-1 mutant yeast; AID 463190; inhibition, % at 20 µM; S. cerevisiae tim10-1 ts strain growth, BacTiter-Glo, 24 h; 2.2% of 330,000 active;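 active = inhibition of at least 40%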;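 note: mutant grown at 25 °C; 0% = DMSO wells with yeast and 100% = wells holding no yeast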
ATG4B inhibitor = inhibitors of human ATG4B cysteine protease. inhibition, % at 8.33 µM. ATG4B cleavage of LC3-PLA2, NBD-HPC fluorescence, 1 h. 0.51% of 340,000 active; in the data active = inhibition above about 40%
mIAP block = blocks mouse intestinal alkaline phosphatase; purified mouse IAP, CDP-Star luminescence, 30 min; inhibition, % at 10 µM; 0.2% of 330,000 active; AID 2806;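 active = inhibition of at least 40% at 10 µM in the primary screen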;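 note: plate controls were DMSO with enzyme for no effect and no enzyme wells for full effect; values of inactives mirror those of a sister screen read the other way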
hIAP activ = human IAP activation | P09923 | purified human IAP, CDP-Star luminescence, 30 min; hits give high values; 1 = vehicle-only enzyme, 0 = enzyme-free background | activation factor at 10 µM | 0.16% of 330,000 active | AID 2524;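 active = activation factor of the enzyme at least 2-fold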; note: the source names both 10 and 20 µM as test concentration; values of inactives mirror those of a sister screen read the other way
An asterisk follows results filed as active.

Every second line gives: hIAP block	Apaf1 inhib	TIM10 inh	mIAP activ	NALP3 yeast inh	tim10-1 inh	ATG4B inhibitor	mIAP block	hIAP activ
[1] C(=N\Nc1nc(-c2cccnc2)nc2ccccc12)/c1ccccc1
    -2	-2	10	0.99	27	17	4	1	1
[2] CC(C)CC(=O)Nc1sc2c(c1C#N)CC(C)(C)NC2(C)C
    -18	-12	3	1.1	26	11	-10	-8	1.2
[3] O=C(Nc1ccc(Cl)c(Cl)c1)c1ccccc1
    20	16	-9	1.1	28	0	8	-10	0.8
[4] COc1cccc(-c2ccc(SCC(=O)N3CCOCC3)nn2)c1
    -5	5	17	1	1	9	-2	0	1.1
[5] COc1ccc(OC)c(C2NC(=O)NC(C)=C2C(=O)Nc2ccc(C)cc2C)c1 (centres undefined)
    8	-5	5	0.92	-6	19	-2	8	0.92
[6] Cc1ccc(NC(=O)Cn2c(=O)oc3ccccc32)cc1Cl
    -4	2	-11	0.98	17	-6	0	2	1
[7] O=C(COC(=O)c1cc(S(=O)(=O)N2CCOCC2)ccc1F)Nc1ccc2c(c1)OCO2
    0	-6	-5	0.93	7	4	-13	7	1
[8] COc1ccc(OC)c(C(=O)CCCC(=O)c2cc(OC)ccc2OC)c1
    2	9	10	1	26	10	-5	-5	0.98
[9] Cc1ccccc1CN1C(=O)c2ccccc2Sc2ccc(C(=O)O)cc21
    9	8	17	0.97	7	22	-6	2	0.91
[10] COc1ccc(OCc2cc(C(=O)N(C)C3CCOCC3)no2)c2ccccc12
    8	28	12	0.88	22	8	-8	12	0.92

(cont.)
Every second line gives: hIAP block	Apaf1 inhib	TIM10 inh	mIAP activ	NALP3 yeast inh	tim10-1 inh	ATG4B inhibitor	mIAP block	hIAP activ
[11] Clc1cccc(CN2CCSCC2)c1
    10	-1	-11	1	0	-12	-4	-1	0.9
[12] COc1ccc(NC(=O)COC(=O)CNC(=O)c2cc(OC)c(OC)c(OC)c2)cc1
    15	-4	3	0.96	-1	13	2	4	0.85
[13] CC1(C)N=C(N)NC(Nc2ccccc2)=N1
    3	-8	-1	1.1	0	6	-18	-12	0.97
[14] O=C(OCn1nnc2ccccc2c1=O)C12CC3CC(CC(O)(C3)C1)C2
    14	11	4	1	4	13	2	-1	0.86
[15] O=C(c1cccc(Oc2ccc([N+](=O)[O-])cc2)c1)N1CCOCC1
    2	2	4	0.93	8	6	-10	7	0.98
[16] CCC(=O)Nc1cccc(C2=NOC3(C2)C[C@H](C(N)=O)N(C(=O)c2ccc(Cl)cc2)C3)c1 (some centres undefined)
    5	2	-7	1.1	11	-2	-4	-10	0.95
[17] O=C(O)[C@H]1CCCC[C@H]1C(=O)Nc1ccc(Nc2ccccc2)cc1
    -12	5	17	0.97	2	10	-5	3	1.1
[18] CC(=O)Nc1ccc(S(=O)(=O)Oc2cccc(N3C(=O)C4CCCCC4C3=O)c2)cc1 (centres undefined)
    12	6	1	1	10	-17	1	-1	0.88
[19] O=C(CSc1ncc(C(F)(F)F)cc1Cl)NCC1CCCO1 (centres undefined)
    -23	-4	-27	1.1	-5	1	-16	-10	1.2
[20] Cc1ccc(C(=O)NCCNC(=O)c2cnccn2)cc1
    19	1	10	0.93	-11	-13	5	7	0.81

Later entries.
Every second line gives: hIAP block	Apaf1 inhib	TIM10 inh	mIAP activ	NALP3 yeast inh	tim10-1 inh	ATG4B inhibitor	mIAP block	hIAP activ
[21] CC(C)n1c(O)c(N=NC(=O)Cn2ccc(C(F)(F)F)n2)c2ccccc21
    7	-3	15	1	-11	44*	-11	0	0.93
[22] COC(=O)/C(C#N)=C/c1ccc(-c2ccc(S(N)(=O)=O)cc2)o1
    7	0	2	0.36	-6	9	-16	64*	0.93
[23] CCN(CC)C(=O)c1cccc2c1C(=O)c1ccccc1-2
    15	9	10	1	0	30	-9	-1	0.85
[24] CCOC(=O)c1cccc(NC(=O)CCn2cccc2)c1
    4	1	19	0.94	21	17	2	6	0.96
[25] COC(=O)COc1ccc(/C=N/NC(=O)c2ccc(N(Cc3ccccc3)S(C)(=O)=O)cc2)cc1
    -1	16	-3	0.98	3	-2	-12	2	1
[26] O=C(NCCc1ccc(F)cc1)c1ccncc1
    -18	-7	-4	0.99	1	1	3	0	1.2
[27] CCCOc1cccc(/C=N/NC(=O)c2csc(C)c2C)c1
    12	19	35	1	13	20	-3	-1	0.88
[28] CC(=O)NC1CCCN(O)C(=O)/C=C(\C)CCOC(=O)C(NC(C)=O)CCCN(O)C(=O)/C=C(\C)CCOC(=O)C(NC(C)=O)CCCN(O)C(=O)/C=C(\C)CCOC1=O (centres undefined)
    -3	-12	1	0.86	17	-12	-22	14	1
[29] Cc1cccc(-n2nnc3cnn(C)c3c2=O)c1
    7	1	-16	0.97	14	-2	1	3	0.93
[30] CCN(CC)CC(=O)c1c[nH]c2ccccc12
    16	3	2	1.1	20	3	-2	-6	0.84

Entries listed so far that contain a cyano group, in the order listed:
Every second line gives: hIAP block	Apaf1 inhib	TIM10 inh	mIAP activ	NALP3 yeast inh	tim10-1 inh	ATG4B inhibitor	mIAP block	hIAP activ
[2] CC(C)CC(=O)Nc1sc2c(c1C#N)CC(C)(C)NC2(C)C
    -18	-12	3	1.1	26	11	-10	-8	1.2
[22] COC(=O)/C(C#N)=C/c1ccc(-c2ccc(S(N)(=O)=O)cc2)o1
    7	0	2	0.36	-6	9	-16	64*	0.93

The list continues:
Every second line gives: hIAP block	Apaf1 inhib	TIM10 inh	mIAP activ	NALP3 yeast inh	tim10-1 inh	ATG4B inhibitor	mIAP block	hIAP activ
[31] CCOC(=O)N1CCC(N(CCN(C)C)C(=S)Nc2cc(C)cc(C)c2)CC1
    -7	12	4	0.84	4	7	4	16	1.1
[32] CN(C[C@H](Cc1ccccc1)N(C[C@H](Cc1cccc2ccccc12)N(CCc1ccccc1)N=O)N=O)N=O
    -11	11	-3	1.1	23	11	-16	-10	1.1
[33] COCOc1ccc(-c2oc3c(C/C=C(\C)CCC=C(C)C)ccc(O)c3c(=O)c2OCOC)c(OCOC)c1
    -8	6	-3	0.96	-4	9	-11	4	1.1
[34] O=S(=O)(NN=C1CCCCCC1)c1ccc(Cl)cc1
    -33	-1	12	0.99	2	-2	-4	1	1.3
[35] Cc1ccc(C(C(=O)NC2CCCC2)N(C(=O)c2csnn2)c2cccc(F)c2)o1 (centres undefined)
    14	9	4	1	27	-8	4	-1	0.86
[36] O=C(CCSc1nnc(-c2ccco2)o1)Nc1ccccc1
    9	4	7	0.96	20	6	0	4	0.91
[37] O=C(O)CC/C(=N/NC(=O)CNC(=O)Cc1ccc(Cl)cc1)c1ccccc1
    -2	-7	-1	1	9	-1	-6	0	1
[38] O=C(COC(=O)c1cccc(NC(=O)c2ccco2)c1)c1ccc(Br)cc1
    6	18	33	0.97	3	16	24	3	0.94
[39] O=C(NNC(=O)c1cc(OCC(F)(F)F)ccc1OCC(F)(F)F)c1ccc(Cl)c(Cl)c1
    -5	-3	-25	1.1	18	-7	1	-12	1.1
[40] O=C(CN1CCOCC1)Nc1nc2ccc(Cl)cc2s1
    6	6	-5	0.97	48	6	4	2	0.94

Further entries:
Every second line gives: hIAP block	Apaf1 inhib	TIM10 inh	mIAP activ	NALP3 yeast inh	tim10-1 inh	ATG4B inhibitor	mIAP block	hIAP activ
[41] O=C(C1CCCN(Cc2ccc(Cl)cc2)C1)N1CCCCC1 (centres undefined)
    -1	-3	-3	0.97	3	11	-3	3	1
[42] COc1ccc(C2=NOC(CNC(N)=S)C2)cc1 (centres undefined)
    9	-6	0	1	26	11	-5	0	0.91
[43] C=CCN(C/C(=N\O)c1sc(C(=O)OCC)nc1C)c1cccc(Br)c1
    5	11	6	1	15	11	-6	-3	0.95
[44] Cc1nn(Cc2ccc(C(=O)N3CCCC3)o2)c(C)c1[N+](=O)[O-]
    -3	-1	-1	1	15	-27	3	-1	1
[45] CSc1ccccc1NC(=O)COc1nsnc1N1CCOCC1
    -6	0	-8	1.1	16	18	1	-9	1.1
[46] COc1ccc(N2CCOCC2)c(NC(=O)c2ccco2)c1
    13	-6	14	0.97	14	-1	3	3	0.87
[47] CC(C)(C)c1ccc(NC(=O)Nc2ccc3ccccc3n2)cc1
    11	-1	15	1	7	-9	1	-1	0.89
[48] CCOc1ccc(NCc2cc3cc(OC)ccc3[nH]c2=O)cc1
    2	29	12	0.87	8	6	-4	13	0.98
[49] CCC(=O)Nc1nc(C)c(-c2csc(Nc3ccccn3)n2)s1
    2	17	42*	1	1	40*	-14	-3	0.98
[50] COc1ccc(CC(=O)Nc2c(C(N)=O)oc3ccccc23)cc1
    -7	-3	-119	1	13	-3	4	-4	1.1

One compound at a time (already shown):
CSc1ccccc1NC(=O)COc1nsnc1N1CCOCC1 is listed as hIAP block: -6; Apaf1 inhib: 0; TIM10 inh: -8; mIAP activ: 1.1; NALP3 yeast inh: 16; tim10-1 inh: 18; ATG4B inhibitor: 1; mIAP block: -9; hIAP activ: 1.1
O=C(C1CCCN(Cc2ccc(Cl)cc2)C1)N1CCCCC1 (centres undefined) is listed as hIAP block: -1; Apaf1 inhib: -3; TIM10 inh: -3; mIAP activ: 0.97; NALP3 yeast inh: 3; tim10-1 inh: 11; ATG4B inhibitor: -3; mIAP block: 3; hIAP activ: 1

(further entries)
Every second line gives: hIAP block	Apaf1 inhib	TIM10 inh	mIAP activ	NALP3 yeast inh	tim10-1 inh	ATG4B inhibitor	mIAP block	hIAP activ
[51] CN(C)c1ccc(C(=S)N2CCN(C(=S)Nc3cccc4ccccc34)CC2)cc1
    9	-5	-20	0.96	10	6	-10	4	0.91
[52] O=C(NCC(=O)N1CCCCCCC1)c1ccccc1Br
    -13	-2	4	1	15	5	-3	-3	1.1
[53] Cc1cc2nc3c(c(=O)n2[nH]1)CCCC3
    -2	-4	7	0.93	-10	-6	3	7	1
[54] CC(C)(C)NC(=O)C(c1ccc(O)cc1)N(Cc1ccco1)C(=O)CCC(=O)Nc1ccccn1 (centres undefined)
    -4	-1	-9	0.91	9	6	-2	9	1
[55] Cc1nc2ccccc2nc(C)c1=NOCc1ccc(Cl)cc1Cl
    -6	9	-3	0.91	13	12	-2	9	1.1
[56] O=C(NCCc1ccccc1)c1ccc(Br)o1
    -4	0	15	0.85	8	-5	-8	14	1
[57] O=C(c1ccccc1)N1N=C(c2ccc(F)cc2)CC1(O)C(F)(F)F (centres undefined)
    -22	3	30	0.91	13	21	-3	9	1.2
[58] COc1ccc(CN2CCC(n3nccc3NC(=O)CCOc3ccccc3)CC2)cc1C
    -88	-3	1	1.2	5	8	-4	-22	1.9
[59] O=C(CSc1nncn1-c1ccccc1)NC1CCCC1
    12	13	8	1	14	17	-3	-3	0.88
